Source: PubChem BioAssay (National Center for Advancing Translational Sciences (NCATS))
Tau FP inhib = blocks human tau fibril formation measured by polarization; K18 P301L tau heparin fibrillization, Alexa594 FP, 6 h; P10636; Potency, µM (titrated, usually from 57.7 µM), for inactives: at the highest dose activity, negative = inhibition, hits mostly inhibitors; 280,000 tested, 0.39% active; AID 1468; further: potency means the concentration at half of the fitted maximal effect; on the % scale 0 is the no-effect control and ±100 the full control effect; nearly all actives have a fitted effect of over 55% in size
Target sequence (P10636 561-689 P618L limits assumed): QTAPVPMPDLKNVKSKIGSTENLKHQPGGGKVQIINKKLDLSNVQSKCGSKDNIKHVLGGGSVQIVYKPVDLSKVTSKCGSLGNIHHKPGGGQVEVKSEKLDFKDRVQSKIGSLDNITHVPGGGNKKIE
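Human K18 P301L fragment (15 uM unlabeled plus 0.24 uM Alexa 594-labeled) in 100 mM sodium acetate pH 7 with compound, aggregation induced by 20 uM heparin for 6 hr at 37 C. ThT (30 uM) added for 1 hr, then Alexa 594 FP read.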
Tau fluor counter = counter-screen for tau fibril formation inhibitors; tau K18 P301L Alexa594 fluorescence, heparin fibrillization; Potency, µM (highest dose often 57.7 µM), for inactives: at the top dose activity change, negative = decrease; 280,000 tested, 0.93% active; further: potency means the concentration at half of the fitted maximal effect; on the % scale 0 is the no-effect control and ±100 the full control effect; nearly all actives have a fitted effect of over 55% in size
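Human tau K18 P301L (15 uM unlabeled, 0.24 uM Alexa 594-labeled) in 100 mM sodium acetate pH 7 with 20 uM heparin, 6 hr at 37 C. ThT 30 uM added, 1 hr ambient; Alexa 594 FP and total fluorescence read at 555/632 nm.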
Epigenetic reg = epigenetic control regulation, reporter derepression; 280,000 tested, 0.2% active; murine LDR cells, GFP reporter derepression, 30 h; Potency, µM (doses to about 53.9 µM), inactives show top-dose GFP activation, hits mostly activators; further: potency means the concentration at half of the fitted maximal effect; % of control where 0% means no effect; nearly all actives have a fitted effect of over 60% in size
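Murine LDR cells carrying a silenced, genomically integrated CMV-driven GFP reporter were exposed to compound for 30 hours at 37 C. After PBS washes, GFP-positive cells (20–120 um objects) were counted by laser-scanning microplate cytometry.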
NPSR antagonist = neuropeptide S receptor (human) antagonism, cAMP | Q6W5P4 | CHO-NPSR cells, cAMP TR-FRET, antagonist mode | Potency, µM (doses to about 38.3 µM), without a hit: top-dose activity change, negative = inhibition, actives largely listed as inhibitors | 220,000 tested, 1% active | AID 1461; further: potency means the concentration at half of the fitted maximal effect; on the % scale 0 is the no-effect control and ±100 the full control effect; nearly all actives have a fitted effect of over 50% in size; many of its hits are not listed in these tables
Target sequence (Q6W5P4 whole entry, looked up): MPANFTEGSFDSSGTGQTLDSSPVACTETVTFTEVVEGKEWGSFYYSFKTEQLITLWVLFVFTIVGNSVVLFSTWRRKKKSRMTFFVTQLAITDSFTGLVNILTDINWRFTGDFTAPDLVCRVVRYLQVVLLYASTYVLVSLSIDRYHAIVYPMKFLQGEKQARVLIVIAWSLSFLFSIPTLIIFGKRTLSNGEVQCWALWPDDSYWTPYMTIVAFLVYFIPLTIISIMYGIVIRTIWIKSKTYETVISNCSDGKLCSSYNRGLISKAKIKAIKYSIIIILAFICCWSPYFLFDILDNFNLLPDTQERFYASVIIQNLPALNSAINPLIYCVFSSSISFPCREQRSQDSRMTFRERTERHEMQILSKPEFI
CBFb RUNX1 block = blocks binding between human CBF-beta and RUNX1. Q01196+Q13951. 230,000 tested, under 10 active. AID 1477. AlphaScreen CBFb-His/RUNX1-biotin binding, biochemical. Potency, µM (top dose mostly 59.8 µM), inactives show top-dose activity, negative = inhibition, usual class: inhibitors; further: % of control where 0% means no effect
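CBFb-His/RUNX1-biotin, 30 nM each, preincubated 20 min RT; compound 15 min RT; Ni + streptavidin beads 50 ng each, 90 min RT; AlphaScreen read.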
TRb SRC2 PPI = inhibitors of human thyroid hormone receptor beta-SRC2 interaction | TRbeta-SRC2 peptide binding, fluorescence polarization; receptor liganded with 1 µM T3 | Potency, µM (titrated, usually from 106 µM), inactives show top-dose activity change, negative = inhibition, actives largely listed as inhibitors | 280,000 tested, 0.065% active | AID 1469;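 further: potency means the concentration at half of the fitted maximal effect; plate controls were bound peptide for no effect and peptide without receptor for full effect; nearly all actives have a fitted effect of over 50% in size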
Target sequence (P10828 whole entry, looked up): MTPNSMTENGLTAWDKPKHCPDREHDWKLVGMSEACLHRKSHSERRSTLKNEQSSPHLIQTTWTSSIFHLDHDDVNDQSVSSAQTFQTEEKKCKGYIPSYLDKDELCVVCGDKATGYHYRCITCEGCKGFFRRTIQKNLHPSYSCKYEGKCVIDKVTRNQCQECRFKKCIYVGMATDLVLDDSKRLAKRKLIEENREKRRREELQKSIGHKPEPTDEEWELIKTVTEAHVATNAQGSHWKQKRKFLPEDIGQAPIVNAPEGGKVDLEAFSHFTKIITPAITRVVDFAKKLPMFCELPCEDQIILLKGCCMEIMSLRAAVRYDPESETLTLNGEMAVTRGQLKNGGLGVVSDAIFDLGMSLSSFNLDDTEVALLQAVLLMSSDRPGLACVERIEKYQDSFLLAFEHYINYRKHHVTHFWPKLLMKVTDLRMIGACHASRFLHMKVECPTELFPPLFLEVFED
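A fluorescence polarization screen tested compounds at multiple concentrations against complex formation between 0.6 uM TRb ligand-binding domain and 20 nM Texas Red SRC2 peptide, with 1 uM T3 present; readout after 5 hr.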
GLA spleen mod = inhibitors or activators of human alpha-galactosidase in spleen homogenate; 240,000 tested, 0.008% active; Potency, µM (top dose mostly 80 µM), for the others: at the highest dose activity change, negative = inhibition, most hits filed as inhibitors; human spleen homogenate, 4MU-alpha-Gal fluorescence, 40 min; P06280;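 further: potency means the concentration at half of the fitted maximal effect; 0% = enzyme with vehicle and -100% = no enzyme basal signal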
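Human spleen homogenate (1 ug) was the enzyme source, with 4-methylumbelliferyl-alpha-D-galactopyranoside (1 mM final) in pH 5.0 citrate buffer with 0.01% Tween-20. Compounds were titrated; after 40 min at 37C, NaOH/glycine stop, 4-MU fluorescence read; AC50 from Hill fits.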
TR SRC2 fluor cs = Texas Red fluorescence interference in TRb-SRC2 counter-screen; TRb/SRC2 Texas Red total fluorescence interference; Potency, µM (titrated, usually from 106 µM), without a hit: at the highest dose fluorescence change, negative = quenching; 280,000 tested, 0.29% active; AID 1479; active means well fitted curve in either direction with a large enough effect; inconclusive means small, poorly fitted or top-dose-only effect; further: potency means the concentration at half of the fitted maximal effect; on the % scale 0 is the no-effect control and ±100 the full control effect
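Human TRb ligand-binding domain at 0.6 uM with 20 nM Texas Red SRC2 peptide in Tris buffer containing 1 uM T3 and 5% DMSO, incubated with compound 5 h at ambient temperature. Total fluorescence (555/632 nm) calculated as parallel + 2 × perpendicular.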
An asterisk follows results filed as active; ? = inconclusive; nt = not tested or not shown; & = joins results of further samples; [ ] = another dose, or the depositor's remark. Unless noted, the call rests on the fitted dose curve; in most records, active means well fitted curve in the direction sought with a large enough effect; inconclusive means small, poorly fitted or top-dose-only effect, or another doubt; inactive means no such curve, though single readings can be large; an effect the other way counts as inactive or inconclusive.

structure | Tau FP inhib | Tau fluor counter | TR SRC2 fluor cs | NPSR antagonist | TRb SRC2 PPI | GLA spleen mod | CBFb RUNX1 block | Epigenetic reg
COCc1nnc(NC(=O)c2ccc(S(=O)(=O)N(C)C3CCCCC3)cc2)o1 | 4% | -3% | -2% | 0%[46.1 µM] | -17% | 9% | -6% | -1.0%
CCCOc1ccc(-c2nn(-c3ccccc3)cc2C2NC(=O)NC(C)=C2C(=O)OC)cc1C (stereo unspecified) | ? | -25% | -3% | nt | 1% | nt | nt | 0.0%
COC(=O)CC(NS(=O)(=O)c1cccs1)c1ccccc1Cl (stereo unspecified) | -2% | 7% | -1% | -20%[46.1 µM] | -9% | -4% | 3% | -5.5%
COC(=O)c1ccccc1NC(=O)N1CCN(c2ccccc2F)CC1 | 6% | 5% | -9% | -17% | -7% | -13% | 3% | 1.3%
CCC(C(=O)NCCc1ccccc1)n1nc(C)n2c(cc3sccc32)c1=O (stereo unspecified) | 1% | -2% | -10% | nt | 4% | nt | nt | 0.8%
O=C(Cc1ccc(Br)cc1)Nc1cccc(-c2cn3c(n2)SCC3)c1 | -9% | ? | -2% | 0% | 11% | 3% | ? | 0.1%
O=C(CSc1ccc(-c2cccs2)nn1)Nc1ccccc1 | ? | -23%&-21% | 1%&-1% | -12% | -5%&6% | 3% | -2% | ?
O=C(CN(Cc1ccco1)C(=O)CNS(=O)(=O)c1ccccc1)NCc1ccc(F)cc1 | 5% | -9% | -2% | -8%[46.1 µM] | 3% | 3% | 2% | -1.0%
CN(C)NC1CC(=O)N(c2ccccc2)C1=O (stereo unspecified) | 6% | 6%[2.34 µM] | -5% | -13% | 0% | 8% | 4% | -1.1%
CC(C)(C)NC(=O)COC(=O)/C=C/c1ccccc1[N+](=O)[O-] | 1% | -7% | -6% | -9%[46.1 µM] | 5% | 0% | 6% | 0.1%
O=C(CNC(=O)Cc1ccccc1)NCC(=O)OCC(=O)c1ccc(Cl)cc1 | -6% | 0% | 2% | -11%[46.1 µM] | -1% | 10% | 0% | 2.1%
COc1ccc(NC(=O)c2ccccc2NC(=O)CSc2ccc(C)cc2)cc1 | ? | -26% | -1% | -13%[46.1 µM] | -3% | 3% | -11% | 0.4%
O=C(COc1ccc2ccccc2c1)NCCNC(=O)COc1ccc2ccccc2c1 | 1% | -9% | -3% | ? | -5% | 0% | 0% | 0.7%
COc1ccc(C(=O)CN2CCN(c3cc(C)nc4ccccc34)CC2)cc1 | -1% | -14% | 1% | 18% | -6% | 12% | 5% | 0.1%
Cc1ccc(Nc2cc(=O)n(C3CCCCC3)c(=O)[nH]2)cc1C | 0% | -8% | -3% | -21%[46.1 µM] | -5% | -10% | 5% | -1.1%
CC(C)C(=O)Nc1ccc(N2CCN(S(C)(=O)=O)CC2)cc1 | -2% | -10% | -1% | -7%[46.1 µM] | 5% | -1% | 1% | -3.0%
CC1CCCCN1c1ncnc(N)c1[N+](=O)[O-] (stereo unspecified) | 4% | -1% | -2% | 16% | -4% | 7% | -1% | -1.9%
CCC(C)NCCCCOc1cc(C)cc(C(C)C)c1 (stereo unspecified) | 3% | -14% | 0% | -5% | -15% | -4% | -2% | -1.3%
Cc1ccc(N(CC(=O)Nc2ccc(OC(F)(F)F)cc2)S(=O)(=O)c2c(C)noc2C)cc1 | ? | -30% | 1% | nt | 4% | nt | nt | -2.0%
COc1cccc(C(=O)NC(=S)Nc2ccc(Cl)cc2C(=O)O)c1 | -4% | -5% | -1% | 13% | -3% | -2% | -3% | -0.4%

By substructure, those above containing an aryl thioether with sulfur outside any ring (2)
structure | Tau FP inhib | Tau fluor counter | TR SRC2 fluor cs | NPSR antagonist | TRb SRC2 PPI | GLA spleen mod | CBFb RUNX1 block | Epigenetic reg
O=C(CSc1ccc(-c2cccs2)nn1)Nc1ccccc1 | ? | -23%&-21% | 1%&-1% | -12% | -5%&6% | 3% | -2% | ?
COc1ccc(NC(=O)c2ccccc2NC(=O)CSc2ccc(C)cc2)cc1 | ? | -26% | -1% | -13%[46.1 µM] | -3% | 3% | -11% | 0.4%

Additional results.
structure | Tau FP inhib | Tau fluor counter | TR SRC2 fluor cs | NPSR antagonist | TRb SRC2 PPI | GLA spleen mod | CBFb RUNX1 block | Epigenetic reg
CCOc1cc2[nH]c(=S)n(CCCC(=O)NCc3ccco3)c(=O)c2cc1OCC | -7% | 3% | -4% | -10%[46.1 µM] | -8% | -3% | 3% | 5.6%
CCOc1ccccc1CN(Cc1ccco1)S(=O)(=O)c1ccc(-n2cnnn2)c(OC)c1 | 12% | -21% | -1% | ? | -6% | -9% | 3% | 1.8%
COc1ccc(C(=O)NC(=S)Nc2cccnc2)cc1OC | -4% | 0% | -3% | -2% | 12% | -2% | 8% | 7.9%
CN(C)C(=O)c1nc2ccccc2s1 | 2% | 2% | 1% | 9% | -4% | -3% | -3% | -1.9%
O=c1cc(-c2ccc(O)cc2)oc2cc(O)c([C@@H]3O[C@H](CO)[C@@H](O)[C@H](O)[C@H]3O)c(O)c12 | nt | nt | -4% | nt | -2% | -11% | 16% | nt
Cc1ccc(OCC(=O)c2cc(C)n(C3CC3)c2C)c([N+](=O)[O-])n1 | -8% | -14% | 2% | -13%[46.1 µM] | 5% | 2% | -9% | 7.1%
COc1ccc(NC(=O)CSc2c(C(C)C)cnc3c2c(=O)n(C)c(=O)n3C)c(OC)c1 | -8% | -4% | 1% | nt | 0% | nt | nt | -2.1%
COCCN(CCOC)S(=O)(=O)c1ccc(OC)cc1 | 1% | -5% | -5% | -6%[46.1 µM] | -5% | 6% | 10% | -1.0%
COc1cc(CNc2ccc3c(c2)CCC3)cc(OC)c1O | 0% | ? | -6% | 15%[46.1 µM] | -2% | -10% | 4% | -2.2%
O=C(NCc1cccnc1)c1cccc(F)c1 | -1% | 2% | -1% | -9%[46.1 µM] | -3% | 1% | 8% | 1.0%
CCC1=NN(C(=O)Cc2ccc(OC)cc2)C(O)(C(F)(F)F)C1 (stereo unspecified) | -4% | -7% | -1% | -3%[46.1 µM] | -7% | 12% | 5% | -1.2%
COc1ccccc1C(CC(=O)Nc1nccs1)c1ccco1 (stereo unspecified) | -11% | -16% | -6% | -5%[46.1 µM] | -2% | 9% | -17% | 3.2%
CC1CCCN(C(=O)c2cc3c(=O)n(C)c4ccccc4c3s2)C1 (stereo unspecified) | -1% | -11% | 0% | nt | -1% | nt | nt | -3.5%
Cn1c2ccccc2c2cnn(CC(=O)O)c(=O)c21 | -7% | -3% | 0% | -3%[46.1 µM] | 1% | -9% | 5% | 0.8%
Cc1cc(C)nc(/N=C2/NC(=O)CS2)n1 | ? | -11% | 0% | -8%[46.1 µM] | 2% | 5% | 4% | -0.7%
COc1ccc(/C=N/OCC(=O)Nc2cc(C)on2)cc1OC | 4% | -4% | -3% | 1%[46.1 µM] | -5% | 2% | -1% | 0.0%
O=C(CSc1oc(-c2ccccc2)nc1S(=O)(=O)c1ccccc1)c1ccccc1 | ? | ? | -1% | nt | -2% | nt | nt | -0.9%
CCCCc1oc2c(c(=O)c1C)C(=O)CC(c1ccccc1)C2 (stereo unspecified) | 1% | -13% | 1% | 5%[46.1 µM] | -22% | 10% | -3% | 5.8%
COc1ccc(N2C(=O)CC(N3CCC(C(N)=O)CC3)C2=O)cc1 (stereo unspecified) | 2% | 9% | -6% | 3%[46.1 µM] | -5% | 3% | 24% | 0.0%
COc1ccc(/C=N/NC(=O)c2nc(-c3ccccc3)n(-c3ccccc3)n2)c(O)c1 | -1% | -14% | -2% | -7% | -5% | 1% | -25% | -1.0%
CCCCc1cc(=O)oc2c(CN3CCCC3)c(O)ccc12 | 2% | -2% | 4% | -3%[46.1 µM] | 4% | ? | 5% | 0.0%
COc1ccc(C2=NN(C(=O)CSc3nnc(-c4ccccc4F)o3)C(c3ccco3)C2)cc1 (stereo unspecified) | -1% | -26% | 0% | -22% | -8% | 6% | -7% | 0.0%
COc1ccc(/C=N\NS(=O)(=O)c2ccc(Cl)cc2)cc1COc1ccccc1[N+](=O)[O-] | ? | ? | -5% | ? | -1% | 5% | -4% | 0.1%
CNC(=O)Nc1cccc(C(F)(F)F)c1 | -3% | 0% | -4% | 16%[46.1 µM] | -10% | -2% | 4% | -0.8%
O=C(CCCOc1ccccc1)Nc1cccc(C(=O)O)c1 | -5% | -8% | 0% | -16%[46.1 µM] | -10% | -5% | 6% | -1.0%
CN1CCc2c(c3ccccc3n2Cc2ccccc2)C1 | -4%&-3% | -1%&-20% | -1% | 9%[46.1 µM] | -1% | 2% | 2% | 0.7%
CN1C(=O)C(O)(CC(=O)/C=C/c2ccco2)c2ccccc21 (stereo unspecified) | 2% | 2% | 0% | -13% | 1% | 3% | 6% | 2.2%
C=CCn1cnc2c(c1=O)c1nc3ccccc3nc1n2-c1ccc(C)cc1 | -1% | -2% | 1% | -5% | -1% | -3% | 1% | 0.0%
COc1ccc2c3c([nH]c2c1)C1CC2C(CC(O)C(OC)C2C(=O)O)CN1CC3 (stereo unspecified) | -5% | -24% | 0% | 16% | -1% | -4% | -12% | 3.2%
CCOc1c(Br)cc(C2NS(=O)(=O)N=C3CCCCCN32)cc1OC (stereo unspecified) | 10% | 13% | 3% | 2%[46.1 µM] | -12% | 5% | 6% | 1.9%
CC1=NN(C(=O)COc2ccccc2C)C(O)(c2ccc(Cl)cc2)C1 (stereo unspecified) | -4% | -9% | -1% | -16%[46.1 µM] | 2% | 9% | -2% | 3.4%
CC(=O)c1c(C)oc2ccc(N(C(=O)C3CCCCC3)S(=O)(=O)c3cc([N+](=O)[O-])ccc3C)cc12 | 0% | -19% | -2% | -12%[46.1 µM] | 4% | 3% | -2% | 0.1%
O=C(CSc1nc2ccccc2[nH]1)c1c[nH]c2ccccc12 | -1% | -2% | 0% | -8% | 6% | 6% | -5% | -0.3%

These rows are one share of the data; count on the stated rates, not on these rows.
